All columns: NCI-60 one-dose screen, growth in % after 48 h at 10 µM unless noted; 100 = growth as untreated, 0 = no growth, -100 = all killed.
UACC-62 – UACC-62 melanoma; 81,000 compounds, 5.4% hits
M14 – M14 melanoma | AID 1794745 | 80,000 compounds, 6.2% hits
HOP-62 – HOP-62 NSCLC; 80,000 compounds, 3.9% hits
EKVX – EKVX NSCLC | 71,000 compounds, 3% hits | AID 1794765
UACC-257 – UACC-257 melanoma | AID 1794764 | 78,000 compounds, 4.4% hits
HOP-92 – HOP-92 NSCLC cells; AID 1794738; 71,000 compounds, 6.3% hits
MALME-3M – MALME-3M melanoma; 78,000 compounds, 5.8% hits
A549/ATCC – A549/ATCC NSCLC; 81,000 compounds, 3.7% hits
* marks the source's active call; other numbers are inactive results; . = not tested or not shown. How the source made its calls: active means growth percent below 10; inactive means the rest.

SMILES	UACC-62	M14	HOP-62	EKVX	UACC-257	HOP-92	MALME-3M	A549/ATCC
CCOC(=O)Cc1ccc(OC)cc1	105	102	109	102	.	105	108	102
N=c1scc(-c2ccccc2)n1CC(=O)N1CCOCC1	93	100	90	.	111	70	102	102
COc1cccc(-c2cc(-c3ccccc3)c(C#N)c(=O)[nH]2)c1	96	105	98	91	110	83	105	101
COc1ccc(C(=O)NC(=O)Nc2cc3c(cc2F)/C(=C/c2[nH]c(C)c(CCC(=O)O)c2C)C(=O)N3)c(F)c1	31	44	26	65	20	-0.4*	50	14
NNc1ncnc2cccc(Cl)c12	92	104	95	91	88	80	99	81
CS(=O)(=O)Nc1cc(-c2cc3ncc(C#N)c(Nc4ccc(Oc5ccccc5)c(Cl)c4)c3s2)cnc1Cl	22	50	55	58	68	46	74	55
O=c1ccc(=Nc2ccc(NNc3ccccc3)cc2)c2c(=O)c3c([N+](=O)[O-])ccc(O)c3c(=O)c1=2	100	111	116	.	104	.	109	102
C1COC2OCCOC2O1 (stereo not drawn)	111	107	98	.	108	98	109	104
CC1CN=C(COc2ccccc2Cc2ccccc2)N1 (stereo not drawn)	99	98	.	92	112	72	113	104
O=C(/C=C/c1ccccn1)c1ccccc1	82	42	94	94	73	78	91	76
O=C(CCc1nnc2sc(=S)[nH]n12)c1nc2ccccc2[nH]1	102	102	108	100	116	.	94	107
COC(=O)[C@]12CC[C@@H](/C(C)=N/O)[C@@H]1[C@H]1CC[C@@H]3[C@@]4(C)CC/C(=N/O)C(C)(C)[C@@H]4CC[C@@]3(C)[C@]1(C)CC2	63	98	83	83	88	46	99	64
CCn1c(Sc2nnc(NC(=O)CN3CCCC3)s2)nc2c1c(=O)n(C)c(=O)n2C	97	105	107	100	96	104	105	102
N#Cc1cnc2cc(OC[C@H](O)CO)c(NC(=O)CC3CSSC3)cc2c1Nc1ccc(OCc2cccc(F)c2)c(Cl)c1	.	-67*	-61*	-70*	.	.	-67*	-69*
Nc1ccc(-n2c(=O)oc3ccc(Cl)cc3c2=O)c(Cl)c1	-35*	-11*	-6.9*	4.4*	-21*	-13*	-30*	6.3*
ON(Cc1ccccc1)Cc1ccccc1	98	103	99	101	103	74	110	103
O=c1cc(-c2ccc(OCc3ccccc3)cc2)oc2c(I)c(OCc3ccccc3)cc(OCc3ccccc3)c12	90	96	125	109	96	108	107	96
O=Cc1ccc2oc3ccccc3c2c1	100	.	102	115	120	92	135	109
Cc1ccc(Cc2cnc(NC(=O)C3=NCCCN3)s2)cc1	93	103	99	98	99	100	97	105
Cc1cc(C)n(C(=O)c2sc(=S)n(-c3ccccc3)c2NCc2cn(-c3ccc(Cl)cc3)nn2)n1	93	.	93	83	99	101	72	106
O=C(c1cccc2ccccc12)N1CCCCC1	96	104	80	104	.	93	107	72
C=CCNC(=O)OC	103	98	96	118	84	94	110	90
CCCOc1ccc(C(=O)OCCNCC)cc1N	105	97	103	95	120	111	86	112
N#C/C(=C\c1ccc([N+](=O)[O-])cc1)c1cc2ccccc2[nH]1	80	83	89	59	91	77	100	69
O=[N+]([O-])c1ccc(OCCCOc2ccc([N+](=O)[O-])cc2)cc1	83	94	90	97	103	78	88	94
CCOc1ccc(/C(O)=C2\C(=O)C(=O)N(c3nnc(C)s3)C2c2ccccc2F)cc1 (stereo not drawn)	116	119	103	110	105	123	103	109
CN(C)C=Nc1ccc([N+](=O)[O-])c2ccccc12	115	116	86	82	107	.	109	99
C(=C\c1ccc2ccccc2n1)/c1ccccc1	80	111	95	71	96	58	92	89
N=C1C(c2nc(-c3ccc(Br)cc3)cs2)=C(O)CN1Cc1cccnc1	78	69	44	72	81	-47*	34	61
CC(=O)OC(C(=O)Nc1ncccn1)c1ccccc1 (stereo not drawn)	96	96	97	103	108	113	93	100
COc1ccc(-c2n[nH]c(=O)c3c2sc2ncc(-c4ccc(Br)cc4)n23)cc1	86	98	94	90	115	96	89	105
COc1ccc(CN2CCc3c(nc(N)nc3Sc3ccc(Cl)cc3)C2)c(OC)c1	85	90	112	112	87	69	115	96
COc1ccc(S(=O)(=O)NCCCNc2nccc(-c3[nH]c(-c4ccccc4)nc3-c3ccc(F)c(OC)c3)n2)cc1	85	58	98	64	88	70	88	43
Cc1ccc(C(C)C)cc1NC(=O)Nc1ccccc1Cl	81	106	91	100	97	88	97	94
COc1ccc(Cn2cc(CNC(=O)c3cccnc3Nc3ccc(OC)cc3OC)nn2)cc1	83	.	113	90	110	97	.	96
Nc1ncc(-c2ccc3ncnc(N4CCc5cc(F)c(F)cc54)c3c2)cn1	9.7*	.	13	19	45	-7.6*	17	16
Cn1cc(-c2nonc2-c2c[nH]c3ccccc23)c2cccnc21	42	21	36	50	55	62	50	36
CCCCC#Cc1c(I)n(C2OC(CO[Si](C)(C)C(C)(C)C)C3OC(C)(C)OC32)c(=O)[nH]c1=O (stereo not drawn)	81	76	102	92	55	-30*	61	94
CNS(=O)(=O)c1cccc(-c2ccc3c4c(n(C)c(=O)c3c2)-c2ccccc2C4=O)c1	56	60	22	52	96	61	55	24
O=C1Nc2nc(=O)nc3[nH]c(=O)nc(n23)N1	102	103	107	.	.	104	103	.
O=C(Nc1ccc(Cl)cc1C(=O)c1ccccn1)c1ccccc1	97	99	105	.	97	84	98	99
C#CCOc1ccc(C2=NN(C3CC3)C3N=C(Cl)c4ncn(C5CC5)c4N23)cc1OCC#C (stereo not drawn)	68	95	90	88	93	86	111	82
C/C(=N/NC(=S)NC1CCCCC1)c1sc(Nc2cccc(Cl)c2)nc1C	74	94	99	91	100	85	102	67
Nc1nc(=S)[nH]c(-c2ccc(Cl)cc2Cl)c1-c1ncn[nH]1	95	99	94	50	112	106	98	102
CS(=O)(=O)Nc1ccc(-n2cnc3cc(-c4ccc(O)cc4)ccc32)cc1	104	108	108	111	105	110	101	99

4 entries from above, in markdown:
| compound | UACC-62 | M14 | HOP-62 | EKVX | UACC-257 | HOP-92 | MALME-3M | A549/ATCC |
| --- | --- | --- | --- | --- | --- | --- | --- | --- |
| C#CCOc1ccc(C2=NN(C3CC3)C3N=C(Cl)c4ncn(C5CC5)c4N23)cc1OCC#C (stereo not drawn) | 68 | 95 | 90 | 88 | 93 | 86 | 111 | 82 |
| Nc1ncc(-c2ccc3ncnc(N4CCc5cc(F)c(F)cc54)c3c2)cn1 | 9.7* | . | 13 | 19 | 45 | -7.6* | 17 | 16 |
| COc1ccc(CN2CCc3c(nc(N)nc3Sc3ccc(Cl)cc3)C2)c(OC)c1 | 85 | 90 | 112 | 112 | 87 | 69 | 115 | 96 |
| CCCCC#Cc1c(I)n(C2OC(CO[Si](C)(C)C(C)(C)C)C3OC(C)(C)OC32)c(=O)[nH]c1=O (stereo not drawn) | 81 | 76 | 102 | 92 | 55 | -30* | 61 | 94 |

Next section.
SMILES	UACC-62	M14	HOP-62	EKVX	UACC-257	HOP-92	MALME-3M	A549/ATCC
Cc1cc(C)c(-c2c(C)cc(C)cc2CBr)c(CBr)c1	71	72	85	102	74	106	74	69
COc1ccc([C@H]2c3cc(OC)c(OC)cc3C=C(C=O)C2CO)cc1OC (stereo partly drawn)	34	36	62	91	40	37	68	81
Cc1ccc2[nH]c(=O)c(C3C4=C(CC(C)(C)CC4=O)Nc4nc(N)nc(N)c43)cc2c1 (stereo not drawn)	93	100	95	107	76	82	94	75
COc1c2c(cc3c1C(C)=NC(C)C3)OCO2 (stereo not drawn)	110	107	98	.	103	68	106	109
CC(C)Nc1ncnc2c1cnn2C	98	106	95	106	.	58	98	37
CCCCCCCCCC(=O)OCCCC(CCC(CCC1CCCO1)OC(=O)CCCCCCCCC)OC(=O)CCCCCCCCC (stereo not drawn)	100	99	86	104	86	97	99	84
CSc1nc(/N=C/c2ccccc2)c2c(-c3ccccc3)c(-c3ccccc3)oc2n1	91	96	97	102	89	110	112	99
O=[N+]([O-])c1ccc(OCCCCCCOc2ccc([N+](=O)[O-])cc2)cc1	76	89	79	92	96	63	85	92
CCOC(=O)C1=C(C)Nc2nc3ccccc3n2C1c1cccs1 (stereo not drawn)	83	104	99	87	97	99	93	95
COc1ccc(/C=C2\Oc3ccc(O)c(-c4ccccc4)c3C2=O)cc1	91	74	104	92	73	93	94	66
COC(=O)/C=C1/SC(N2N=C(c3cccs3)CC2c2ccc(OC)cc2)=NC1=O (stereo not drawn)	84	82	98	100	84	82	85	94
COc1cc(C2CC(c3ccc(Oc4ccc(Br)cc4)cc3)=NN2c2nc(-c3ccc(Cl)cc3)c(C#N)c(N3CCOCC3)n2)cc(OC)c1OC (stereo not drawn)	94	99	101	96	100	.	97	97
CCCC(O)CNCc1ccnc2ccc(OC)cc12 (stereo not drawn)	108	98	103	110	103	84	121	104
N#CCCNC(=O)c1ccccc1	113	104	109	.	115	137	101	106
CN(C)C=NCCc1ccccc1	102	100	95	.	99	96	95	98
O=C(CCCn1c(O)c(/C=C2\C=Nc3ccccc32)sc1=S)NCCc1ccc(O)cc1	87	111	98	89	95	103	93	108
Cc1c2c(c(C)c3c1oc1ccc(O)cc13)C(=O)N(CCO)C2=O	87	102	93	105	104	115	106	85
CCOC(=O)c1c(C)nc2c(c1N)CC(=O)N2Cc1ccccc1	95	106	87	95	97	123	100	90
CC(=O)OC1C(OC(C)=O)C2C(C)CC3OC(=O)C(C)C3CC2(C)C1OC(C)=O (stereo not drawn)	100	106	111	.	110	102	94	97
Clc1ccc(-c2csc(NCC3CCCO3)n2)cc1 (stereo not drawn)	88	94	109	.	101	74	90	101
Cc1cc(N(CCCNc2ccnc3cc(Cl)ccc23)Cc2ccco2)nc(Cl)n1	.	46	42	43	60	27	74	67
Cn1cc(-c2csc(-c3cn(C(=O)OC(C)(C)C)c4ccccc34)n2)c2ccnc(Cl)c21	78	79	72	63	59	58	90	27
Cc1ccnc(NS(=O)(=O)c2ccc(N=Nc3c(N)[nH]c(=S)[nH]c3=O)cc2)n1	92	103	104	.	95	118	102	97
CCOc1ccc(/C=N/NS(=O)(=O)c2ccc(C)cc2)cc1	86	97	91	107	114	91	147	94
CC(C)(C)CC(C)(C)c1ccc(OCCOCC[N+](C)(C)Cc2ccccc2)cc1	-98*	-27*	-57*	22	-91*	-59*	-16*	26
CCOC(=O)c1c(NC(C)=O)sc2c1CCN(C(=O)OC(C)(C)C)C2	98	107	104	.	101	.	85	87
Nc1nc(Sc2ccccc2)c2c(n1)C(=O)NCC2	87	88	107	104	83	70	108	84
CC(c1ccccc1)(c1ccccc1)C(O)c1ccccc1 (stereo not drawn)	67	85	88	96	66	57	110	87
Cc1ccc(S(=O)(=O)OCCC#N)cc1	104	113	105	102	107	103	104	103
N#Cc1c(-c2ccccc2)c2c(N)nn(-c3ccccc3)c2oc1=O	94	106	98	95	104	102	100	105

Three of the compounds above, with bars between the fields:
molecule | UACC-62 | M14 | HOP-62 | EKVX | UACC-257 | HOP-92 | MALME-3M | A549/ATCC
Cn1cc(-c2csc(-c3cn(C(=O)OC(C)(C)C)c4ccccc34)n2)c2ccnc(Cl)c21 | 78 | 79 | 72 | 63 | 59 | 58 | 90 | 27
O=C(CCCn1c(O)c(/C=C2\C=Nc3ccccc32)sc1=S)NCCc1ccc(O)cc1 | 87 | 111 | 98 | 89 | 95 | 103 | 93 | 108
CC(=O)OC1C(OC(C)=O)C2C(C)CC3OC(=O)C(C)C3CC2(C)C1OC(C)=O (stereo not drawn) | 100 | 106 | 111 | . | 110 | 102 | 94 | 97

Next part
SMILES	UACC-62	M14	HOP-62	EKVX	UACC-257	HOP-92	MALME-3M	A549/ATCC
Nc1cc(OCc2ccccc2)ccc1OCc1ccccc1	99	107	110	86	104	.	106	97
O=[N+]([O-])/C=C/c1ccco1	97	102	98	109	93	94	86	91
Cc1ccc2c(c1)C(=O)/C(=C/c1cccc(F)c1)S2	84	109	109	99	103	.	98	107
CCCCCN(CCCCC)CCCCCCCCN1CCCc2ccccc21	101	90	109	77	95	88	99	96
COc1cc2oc(-c3cccc(C(=O)Nc4ccc(Cl)cc4)c3)cc(=O)c2c(OCCNC(=O)CN)c1OC	99	86	101	75	116	45	90	100
O=C1c2ccccc2C(=O)N1CC#CCN1C(=O)c2ccccc2C1=O	93	98	89	93	.	84	89	110
COc1ccc(C2OCC(C)(C)CO2)cc1OC	100	113	117	.	87	.	107	100
COc1cc(/C=C/C(=O)c2ccc(Cl)cc2)ccc1Oc1nc2c(c(=O)n(C)c(=O)n2C)n1C	86	111	111	100	116	.	87	94
COC(=O)CC[C@@H]1O[C@@H](c2ccc(F)cc2)[C@@H](I)[C@H]1O	100	106	100	92	109	76	108	106
CCCCC(CC)C(O)CC(C)=O (stereo not drawn)	110	106	97	103	107	96	93	106
O=C(O)CCNC(=O)c1nc(-c2ccccc2)n(-c2ccc(F)cc2)n1	106	103	108	97	109	88	100	104
CC(C)c1ccc(S(=O)(=O)NC(=O)NC2CCCC2)cc1	95	-53*	100	98	96	107	97	88
CC(=O)NC(C)(C)C#N	95	99	91	91	72	.	99	93
CCOC(=O)/C=C/c1sc(-c2ccccc2)cc1N	75	96	103	62	93	98	99	88
CCCC(=O)Nc1ccccc1C(=O)O	105	99	97	96	85	96	106	94

Compound profiles (already shown).
`Cc1ccc2c(c1)C(=O)/C(=C/c1cccc(F)c1)S2` is entered as UACC-62: 84; M14: 109; HOP-62: 109; EKVX: 99; UACC-257: 103; HOP-92: .; MALME-3M: 98; A549/ATCC: 107
`O=[N+]([O-])/C=C/c1ccco1` is entered as UACC-62: 97; M14: 102; HOP-62: 98; EKVX: 109; UACC-257: 93; HOP-92: 94; MALME-3M: 86; A549/ATCC: 91

Next section.
SMILES	UACC-62	M14	HOP-62	EKVX	UACC-257	HOP-92	MALME-3M	A549/ATCC
CCN(CC)CCSc1nc2ccccc2[nH]1	107	95	116	107	111	.	117	104
Oc1ccc2oc3ccccc3c2c1	97	109	93	97	118	86	114	101
CO/C=C/CC/C(C)=C/CC/C(C)=C/CCc1ccoc1	91	107	99	.	96	99	114	96
CC(C)(O)c1ccccc1-c1ccccc1	104	115	110	101	119	93	106	110
CCCOc1nc(-c2ccco2)cc(-c2ccc(Cl)cc2Cl)n1	100	101	101	93	106	76	112	92

Screens (PubChem)

Compounds as they come, and some 10% of all compounds hit somewhere here.
